Assay outcomes (PubChem)
KCNQ2 block = KCNQ2 potassium channel inhibitors, primary screen, cell-based, CHO-K1, FluxOR thallium flux, B-score (AID 2156); Potassium voltage-gated channel subfamily KQT member 2 (Rattus norvegicus), O88943; 20 min; stronger effect = lower value; B-score at 10 µM; actives 1.1% (n = 310,000);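 active = fluorescence ratio B-score at most minus 3 library SDs, with starting brightness B-score within 2 library SDs, cut at about -5.5 in these data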
STK33 inh = inhibitors of purified STK33 kinase, primary screen, biochemical, ADP-Glo luminescence, homogeneous, cell-free; Serine/threonine-protein kinase 33 (Homo sapiens), Q9BYT3; MBP phosphorylation; inhibition, % at 10 µM; actives 0.073% (n = 320,000); AID 2661, 2010;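 active = inhibition at or above 25%, using the most active replicate where run in duplicate; inactive = inhibition below 25%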
Target sequence (Q9BYT3 whole entry, looked up): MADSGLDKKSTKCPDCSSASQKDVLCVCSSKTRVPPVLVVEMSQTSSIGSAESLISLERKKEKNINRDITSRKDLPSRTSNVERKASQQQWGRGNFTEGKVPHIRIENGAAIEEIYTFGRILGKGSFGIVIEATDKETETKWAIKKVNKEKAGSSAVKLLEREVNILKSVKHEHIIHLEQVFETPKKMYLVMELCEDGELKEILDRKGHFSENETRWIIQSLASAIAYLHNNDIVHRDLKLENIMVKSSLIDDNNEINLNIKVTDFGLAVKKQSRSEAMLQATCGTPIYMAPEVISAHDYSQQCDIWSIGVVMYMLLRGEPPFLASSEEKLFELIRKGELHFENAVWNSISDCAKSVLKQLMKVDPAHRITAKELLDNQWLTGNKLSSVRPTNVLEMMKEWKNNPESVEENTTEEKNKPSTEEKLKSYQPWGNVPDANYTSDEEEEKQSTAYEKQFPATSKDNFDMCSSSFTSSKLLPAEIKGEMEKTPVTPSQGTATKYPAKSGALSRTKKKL
Kir21 inh = inhibitors of mouse Kir2.1 inward-rectifier potassium channel. Inward rectifier potassium channel 2 (Mus musculus), P35561. HEK293-Kir2.1, FluxOR thallium flux fluorescence; stronger effect = lower value. actives 0.85% (n = 310,000). AID 1672, 2009. B-score at 10 µM;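 active = fluorescence ratio B-score at or below minus 3 SD of library scores, with starting-brightness B-score within 2 SD, cut at about -4.2 in these data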;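 note: channel flux triggered by added potassium and thallium sulfate stimulus; B-score of peak minus minimum fluorescence over baseline after thallium stimulus; more negative B-score means stronger Kir2.1 block with less thallium influx; some compounds called inactive have numbers as strong as hits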
Target sequence (P35561 whole entry, looked up): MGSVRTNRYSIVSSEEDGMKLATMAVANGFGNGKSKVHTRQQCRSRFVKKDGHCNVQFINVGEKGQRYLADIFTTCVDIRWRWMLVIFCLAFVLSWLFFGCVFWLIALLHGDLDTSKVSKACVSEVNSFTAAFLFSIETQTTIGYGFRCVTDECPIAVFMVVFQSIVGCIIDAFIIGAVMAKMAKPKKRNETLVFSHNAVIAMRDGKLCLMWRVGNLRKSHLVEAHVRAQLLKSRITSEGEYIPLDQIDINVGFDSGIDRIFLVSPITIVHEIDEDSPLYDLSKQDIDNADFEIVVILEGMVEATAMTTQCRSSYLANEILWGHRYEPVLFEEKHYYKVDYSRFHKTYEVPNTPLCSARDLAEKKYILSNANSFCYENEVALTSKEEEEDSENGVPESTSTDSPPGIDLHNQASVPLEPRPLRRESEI
* marks the source's active call; other numbers are inactive results; i = inactive; . = not tested or not shown.

Sequence of screens – KCNQ2 block, STK33 inh, Kir21 inh
- COc1ccccc1-n1cnc2cc(NC(C)=O)ccc21
    i, -2.7, 1.1
- CC(C)n1c(O)c(N=NC(=O)C2COc3ccccc3O2)c2ccccc21 (stereo not given)
    i, 1.0, 0.01
- Cc1ccc(Cl)c(OCC(=O)Nc2ccc3c(c2)OCCO3)c1
    i, -0.6, -0.98
- O=C(CNC(=O)/C=C/c1ccccc1)N=Nc1c(O)n(Cc2ccccc2)c2ccccc12
    i, -1.3, -2.4
- Cc1c(N=Cc2cc3c(cc2[N+](=O)[O-])OCO3)cccc1[N+](=O)[O-]
    i, -0.8, 0.6
- Cc1cc(NC(=O)CN2C(=O)NC3(CCCCCC3)C2=O)no1
    i, 5.7, 0.43
- Cc1cccc2c(=O)cc(C)n(CC(=O)N3CCCCC3)c12
    i, 0.1, -0.07
- CCCC(=O)Nc1nnc(CC(=O)N2CCCC2)s1
    i, -2.5, 2.3
- Cc1ccc(S(=O)(=O)Nc2ccccc2C(=O)OC(C)C(=O)Nc2ccc3ccccc3c2)cc1[N+](=O)[O-] (stereo not given)
    i, -1.0, 0.02
- COc1cc(/C=N/NC(=O)c2cc(C3CC3)[nH]n2)ccc1O
    i, 11, 1
- O=[N+]([O-])c1ccc(Nc2nc(Cl)nc(NCCO)n2)cc1
    i, -0.2, 0.86
- O=c1c2ccccc2nc2n1C(CBr)CS2 (stereo not given)
    i, 0.0, -3.4
- Cc1ccc(S(=O)(=O)NC2=NCN(CCc3ccccc3)CN2)cc1
    i, -0.2, 1.2
- O=C(Cc1ccccc1)N1CCN(S(=O)(=O)c2cccc([N+](=O)[O-])c2)CC1
    i, -0.5, 1.2
- CCc1ccc(NC(=O)CC2S/C(=N/N=C3CCCCCC3)NC2=O)cc1 (stereo not given)
    i, ., 2.3
- O=C1CC(c2ccc(S(=O)(=O)NCc3ccncc3)cc2)CN1 (stereo not given)
    i, -0.6, -0.07
- CC(Cc1ccccc1)Nc1ncnc2c1ncn2C1OC(CO)C(O)C1O (stereo not given)
    i, -0.5, 0.79
- O=C(c1ccc(-c2ccccc2)cc1)c1ccc([N+](=O)[O-])cc1
    i, 0.5, -0.21
- Cc1ccccc1N1CCN(Cc2ccc(Br)o2)CC1
    i, -0.9, -0.46
- Nc1ccccc1C(=O)NCC1(c2ccccc2)CCCC1
    i, -1.1, -3.5
- COc1ccc(-c2cc(C(=O)Nc3c(C)n(C)n(-c4ccccc4)c3=O)no2)cc1OC
    i, 0.4, 0.91
- O=C(NCCS(=O)CCNC(=O)C(F)(F)F)C(F)(F)F
    i, -2.3, -0.1
- O=C(Cc1ccccc1)NCC(=O)N/N=C/c1cccnc1
    i, -0.3, -0.27
- CC(C)CC(=O)Nc1nnn(C)n1
    i, 2.8, -0.33
- CCOC(=O)c1sc2nc(C)nc(Nc3ccc(OC)c(OC)c3)c2c1C
    i, 1.9, 0.22
- COc1ccccc1N/C(N)=N/c1nc(CSc2ccc(C)cc2)cc(=O)[nH]1
    i, -2.2, -1.1
- CCOC(=O)C1CCC(CN(Cc2ccccc2C)S(=O)(=O)c2ccc([N+](=O)[O-])cc2)CC1 (stereo not given)
    i, -2.1, 0.05
- O=c1[nH]c(=S)[nH]c2sc3c(c12)CCCCCC3
    i, 1.5, -1.1
- COc1cccc(S(=O)(=O)NCc2ccc(C(=O)N3CCN(C)CC3)cc2)c1
    i, ., 5.9e-16
- CCC(C)NC(=O)c1nc2c(nnn2Cc2ccccc2Cl)c(=O)[nH]1 (stereo not given)
    i, 0.5, 3.8

Entries of single compounds, looked up by structure. Order of values: KCNQ2 block, STK33 inh, Kir21 inh
`CCCC(=O)Nc1nnc(CC(=O)N2CCCC2)s1` as listed: i, -2.5, 2.3
`Cc1ccccc1N1CCN(Cc2ccc(Br)o2)CC1` as listed: i, -0.9, -0.46
`CC(Cc1ccccc1)Nc1ncnc2c1ncn2C1OC(CO)C(O)C1O` (stereo not given) as listed: i, -0.5, 0.79
`CCOC(=O)c1sc2nc(C)nc(Nc3ccc(OC)c(OC)c3)c2c1C` as listed: i, 1.9, 0.22

Later entries.
Sequence of screens – KCNQ2 block, STK33 inh, Kir21 inh
- CCCNC(=O)c1c[nH]c2ccc(S(=O)(=O)N(C)c3ccc(OCC)cc3)cc2c1=O
    i, 2.6, 0.11
- CCOc1ccc2c(c1)c1nc3ccccc3nc1n2C
    i, -0.7, 0.81
- CCCN(CCC)CCCNC(=O)CC1Nc2ccccc2NC1=O (stereo not given)
    i, 8.0, 1.9
- CSc1ccccc1-c1n[nH]c(=S)o1
    i, ., -0.05
- CCOc1ccc(N=Nc2c(=O)[nH]n3c(=O)cc(C)[nH]c23)cc1
    i, -0.1, 1.8
- CC(C)(C)c1nc2c(Br)cc(Br)cc2c(=O)o1
    i, 0.2, 0.1
- CCC(=O)Nc1ccccc1Sc1ncnc2scc(-c3ccccc3)c12
    i, 1.7, -2.5
- CCOc1ccc(CNC(=O)C2CCCN(S(=O)(=O)N3CC(C)CC(C)C3)C2)cc1OC (stereo not given)
    i, -1.4, 0.11
- CN1CCN(c2nc(-c3ccccc3)ncc2S(=O)(=O)c2ccccc2)CC1
    i, -0.1, -1.1
- CC(C)CC(=O)N(c1ccc(F)cc1)C1C=CS(=O)(=O)C1 (stereo not given)
    i, -1.0, -2
- CCc1cccc2c(C#N)cn(CC(=O)NCCOC)c12
    i, -0.5, 0.78
- Cn1nnc2cc(C(=O)NCCC3=CCCCC3)ccc21
    i, -1.0, 0.04
- Cc1cc(C(=O)NCc2cccs2)n(-c2ccccc2)n1
    i, -1.4, -0.03
- CC1(C)Cc2nc3oc4c(SCC(N)=O)ncnc4c3cc2CO1
    i, 0.6, -2.1
- Cc1c(Cl)cccc1N(CC(=O)O)S(C)(=O)=O
    i, -2.9, -1.1
- CN(C)CCCNCCCNC(=O)/C(=N\O)c1ccccc1
    i, -0.7, 0.01
- COc1cc(OC)cc(C(=O)Nn2cc(C(=O)N3CCN(C)CC3)c3ccccc3c2=O)c1
    i, 0.9, 1.3
- CCOc1ccc(C(C(=O)NCC2CCCO2)N(Cc2cccc(OC)c2)C(=O)c2snc(C(N)=O)c2N)cc1 (stereo not given)
    i, -0.1, 1.1
- CCN(CC)CCCCCC(=O)Nc1ccccc1C(=O)Nc1ccccc1
    i, -1.9, -0.48
- FC(F)(F)c1cc(-c2cccs2)nc2cc(-c3cccs3)nn12
    i, -1.5, 0.81
- O=C(NNC(=S)Nc1ccc(F)c(Cl)c1)C1CC1
    i, -0.3, -1.1
- CN(CC(=O)Nc1c(Cl)cccc1Cl)C(=O)C1CCN(C(=O)Nc2ccccc2)CC1
    i, -0.3, 0.68
- CC(C)(C)c1nnc2sc(SCC(=O)c3cccs3)nn2c1=O
    i, 0.2, -0.68
- Cc1nc2nc(C)c(CCC(=O)N3CCN(c4ccccn4)CC3)c(C)n2n1
    i, -2.5, -0.48
- COc1ccc(-c2cnnc(N/N=C/c3c(C)nn(-c4ccccc4)c3Cl)n2)cc1
    i, -0.6, -1.4
- COc1ccc(C2=NOC(C(=O)N3CCN(c4ccccc4OC)CC3)C2)cc1 (stereo not given)
    i, -0.3, 2.2
- Cc1ccc(S(=O)(=O)N2CCC(C(=O)OCC(=O)N3CC(=O)Nc4ccccc43)CC2)cc1
    i, -0.4, 0.02
- O=C(Nc1ccccc1C(=O)N1CCCC1)C1COc2ccccc2O1 (stereo not given)
    i, -0.6, -0.03
- CCC(CC)C(=O)N1c2ccc(F)cc2CCC1C (stereo not given)
    i, -0.8, -3.5
- O=C(Nc1nc2ccccc2s1)c1cc(-c2ccco2)nc2ccccc12
    i, -1.7, 1.4

Quoted at random: three entries already listed
Sequence of screens – KCNQ2 block, STK33 inh, Kir21 inh
- CCOc1ccc2c(c1)c1nc3ccccc3nc1n2C
    i, -0.7, 0.81
- CCN(CC)CCCCCC(=O)Nc1ccccc1C(=O)Nc1ccccc1
    i, -1.9, -0.48
- CN(CC(=O)Nc1c(Cl)cccc1Cl)C(=O)C1CCN(C(=O)Nc2ccccc2)CC1
    i, -0.3, 0.68

The listing continues:
Sequence of screens – KCNQ2 block, STK33 inh, Kir21 inh
- Cc1cc(-c2nnc(SCC(=O)Nc3ccc(C)c(C)c3)n2N)n[nH]1
    i, 0.0, -0.26
- COc1ccc(OCCCC(=O)NC(C)c2ccccc2)cc1 (stereo not given)
    i, -1.3, -0.67
- COc1ccc([N+](=O)[O-])cc1NC(=O)C(C)N1CCCC1 (stereo not given)
    i, -0.9, 0.07
- Cc1noc(C)c1S(=O)(=O)N1CCN(S(=O)(=O)c2ccccc2C#N)CC1
    i, -0.7, -0.11
- CCCCCc1nnc(NC(=O)c2ccc(N3CCCC3=O)cc2)s1
    i, -0.3, -0.58
- c1ccc(-c2nnsc2-c2nc3ccccc3[nH]2)cc1
    i, ., 0.27
- O=C(/C=C/c1c[nH]c2ccccc12)c1cccc2ccccc12
    i, 0.7, 0.28
- CCC(C)(C)NC(=O)CN(Cc1cccs1)C(=O)C(=O)Nc1ccc2c(c1)OCCO2
    i, -1.9, 0.41
- C=CCNCCOc1c(C)cc(C)cc1Cl
    i, -0.7, -2
- CC(OC(=O)c1ccc(-c2ccc(O)cc2)cc1)C(=O)NC1CCCCC1C (stereo not given)
    i, -1.8, -0.69
- CCN(C(=O)CN1CCN(Cc2ccccc2)CC1)c1c(N)n(Cc2ccccc2)c(=O)[nH]c1=O
    i, -1.9, 0.08
- Cc1ccc(N2C(=O)CC(C3CCCO3)C2=O)cc1 (stereo not given)
    i, -1.5, -1
- COc1ccc(C/C(C)=N/NC(=S)Nc2ccc(Cl)cc2)cc1
    i, -0.6, 1.4
- O=C(CSc1nnnn1C1CCCC1)NCc1cccs1
    i, -0.7, -0.86
- Cc1ccc(S(=O)(=O)Nc2cccc(C(=O)N3CCOCC3)c2)cc1
    i, 0.1, -0.84
- CC(=O)Nc1ccc(S(=O)(=O)N2CCC(C(=O)N[C@@H](Cc3ccccc3)C(=O)O)CC2)cc1
    i, -1.7, 1.2
- Cc1ccc(NC(=O)CN(C)S(=O)(=O)c2ccc3c(c2)n(C)c(=O)c(=O)n3C)c(C)c1
    i, 0.1, -0.56
- CC1CCC(NC(=O)c2nc(Cn3ccc([N+](=O)[O-])n3)no2)CC1 (stereo not given)
    i, -0.8, 0.46
- Cc1ccc(C(=O)c2cc([N+](=O)[O-])ccc2N2CCCCC2)cc1C
    i, -1.5, -1.4
- CC1CCCN(CCOc2ccc3ccccc3c2Br)C1 (stereo not given)
    i, 0.3, -1.8
- Cc1ccccc1N=C1SC(CC(=O)Nc2ccc3ccccc3c2)C(=O)N1Cc1ccccn1 (stereo not given)
    i, -1.0, 0.11
- Cc1ccc(S(=O)(=O)N2CCCCC2)cc1NC(=O)CCOc1ccccc1
    i, 5.2, -0.2
- Cc1cccc(C)c1C(OCCN(C)C)C1CCCCC1 (stereo not given)
    i, -0.4, -3
- Cc1ccc(S(=O)(=O)C2C(=O)N(C)C3(C)CC2c2ccccc2O3)cc1 (stereo not given)
    i, 0.0, -0.2
- CCCOC1CCCN(C(=O)CCc2nnc(CCCCc3ccccc3)o2)C1 (stereo not given)
    i, -1.9, 0.27
- CCCC(=O)Nc1ccc2c(c1)C(=O)NC2=O
    i, 3.3, 0.18
- Cc1c(N2C(=O)C3C4C=CC(C5CC45)C3C2=O)c(=O)n(-c2ccccc2)n1C (stereo not given)
    i, -0.8, -0.14
- O=[N+]([O-])c1ccc(SCc2ccco2)cc1N1CCOCC1
    i, 0.5, -2.8
- Cc1cc(C)cc(C(=O)NC(CC(N)=O)c2ccc(N3CCCCCC3)c([N+](=O)[O-])c2)c1 (stereo not given)
    i, -0.6, 1.4
- COc1ccccc1NS(=O)(=O)c1ccc(Cl)cc1
    i, 0.8, -0.51

The list continues:
Sequence of screens – KCNQ2 block, STK33 inh, Kir21 inh
- Cc1nc(C(C)(C)O)n(-c2ccccc2)n1
    i, -2.5, -0.73
- Fc1ccc(-c2ccc(CNCc3ccccn3)o2)cc1
    i, -4.7, -1.2
- O=C(CN1CCCCCC1)Nc1ccccc1[N+](=O)[O-]
    i, -3.3, -1.2
- COc1cc(CC(=O)OCC(=O)Nc2cc([N+](=O)[O-])ccc2Cl)cc(OC)c1OC
    i, -0.4, 0.03
- COc1ccc(Cn2c(N)c(C#N)c3nc4ccccc4nc32)cc1OC
    i, 0.5, 0.06
- COc1ccccc1Nc1nc(N)nc(CSc2nccc(C)n2)n1
    i, -1.6, 0.2
- COC(=O)c1cscc1S(=O)(=O)Cc1ccccc1
    i, -0.2, 0.07
- CCCC(C(=O)Nc1ccc(S(=O)(=O)Nc2ncccn2)cc1)c1ccccc1 (stereo not given)
    i, -1.7, -0.81
- COc1ccccc1NC(=O)c1ccc(NC(=O)CN2CCN(C(=O)c3ccco3)CC2)cc1
    i, -1.0, 1.4
- CCOC(=O)/C(=N\Nc1ccc(Cl)cc1)c1csc(Nc2ccccc2)n1
    i, -2.3, 0.24
- CC1CCN(C(=O)/C=C/c2ccc(C(C)(C)C)cc2)CC1
    i, -0.8, 0.27
- COc1ccccc1CNC(=O)c1c(-c2ccccc2)nn(-c2ccccc2)c1C
    i, -1.1, 0.59
- CN1C(=O)C(C)(C)c2cc(S(=O)(=O)NCc3ccc(C(=O)NCc4ccco4)cc3)ccc21
    i, -1.4, -0.89
- Brc1cccc(CNc2nc3ccccc3n2CCN2CCOCC2)c1
    -8.4*, 2.4, -1.9
- COc1ccc(C2CC(c3ccc(C)cc3)=NN2C(=O)c2ccccc2)cc1 (stereo not given)
    i, -0.1, -0.41
